MDM2 E3 inh: MDM2-luciferase reporter signal enhancers, primary screen, MDM2 E3 ligase inhibitor project, cell-based, luminescence, 1536-well. E3 ubiquitin-protein ligase Mdm2 (Homo sapiens), Q00987. cell-based MDM2 ubiquitination luciferase reporter, 2 h; 0 = plate control, 100 = twice control, blank-subtracted. signal enhancement, % at 5 µM. actives 0.11% (n = 210,000). AID 1230, 2008;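 active = signal enhancement of 30% or more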;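 also: luminescence tracks abundance of the self-degrading MDM2-luciferase fusion protein; higher signal means inhibition of MDM2 E3 ligase activity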
Target sequence (Q00987 whole entry, looked up, the tested form may be a part): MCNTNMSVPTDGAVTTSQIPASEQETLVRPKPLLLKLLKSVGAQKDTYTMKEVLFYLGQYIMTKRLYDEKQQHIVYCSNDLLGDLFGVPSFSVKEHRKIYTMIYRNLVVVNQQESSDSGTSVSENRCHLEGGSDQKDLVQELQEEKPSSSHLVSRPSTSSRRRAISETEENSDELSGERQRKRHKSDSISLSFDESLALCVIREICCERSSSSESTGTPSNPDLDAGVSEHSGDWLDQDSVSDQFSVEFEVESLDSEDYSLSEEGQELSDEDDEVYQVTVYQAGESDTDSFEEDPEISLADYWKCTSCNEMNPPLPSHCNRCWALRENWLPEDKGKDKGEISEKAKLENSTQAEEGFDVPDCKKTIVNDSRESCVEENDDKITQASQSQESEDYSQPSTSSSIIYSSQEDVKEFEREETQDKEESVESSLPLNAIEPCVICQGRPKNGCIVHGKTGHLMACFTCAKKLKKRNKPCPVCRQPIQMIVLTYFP
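Material: stable MDM2–luciferase fusion reporter cells / Quantity: 2000 cells/well / Dosing: single 5 µM compound dose, 0.2% final DMSO / Buffer or medium: DMEM / Schedule: 4 h cell settling then 2 h compound exposure, 37 °C / Detection: luminescence with SteadyLite reagent, 15 min at room temperature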
CHOP inh: inhibitors of CHOP promoter induction, primary screen, cell-based, unfolded protein response, luciferase reporter; actives 3.8% (n = 220,000); AID 2732, 2010; inhibition, % at 10 µM; CHO-K1 CHOP-promoter luciferase, tunicamycin-induced, 15-18 h;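 active = compounds that reduced the stress-induced luciferase reporter signal by more than about 70% of percent inhibition, limit read from the data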;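 also: 0% = tunicamycin plus vehicle and 100% = wells without tunicamycin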
NCF1 inh: p47phox/p22phox peptide binding inhibitors, primary screen, biochemical, uHTS, NADPH oxidase regulatory subunit; fluorescence polarization, 2 h; inhibition, % at 24.7 µM; actives 0.53% (n = 220,000); AID 1274, 2008;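 active = inhibition above about 30%, limit read from the data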;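 also: 0% = p47phox with labelled peptide and 100% = labelled peptide alone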
TNF necrop inh: inhibitors of TNF-alpha triggered necroptosis, primary screen, cell-based, Jurkat FADD-/-, single concentration. Jurkat FADD-/- TNF necroptosis rescue, ATP luminescence, 24 h; 0 = TNF only, 100 = no-TNF cells. activation (protection from cell death), % at 10 µM. actives 0.068% (n = 220,000). AID 463075, 2010;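 active = activation, meaning protection from cell death, of at least 50% relative to plate controls; inactive = activation below 50%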;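 also: necroptosis triggered by 40 ng/mL TNF-alpha added together with compound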
EBV gp42 block: Epstein-Barr virus gp42 inhibitors, primary screen, biochemical, uHTS, fluorescence polarization; Fluorescence polarization binding assay, mP read-out; Glycoprotein 42 (Epstein-Barr virus (strain AG876)), Q1HVG2; actives 0.42% (n = 220,000); inhibition, % (tested at 21.74 µM); in the data active = inhibition above about 50%
TRPML3 agonist: human TRPML3 channel agonists, primary screen, cell-based, HEK293 TRPML3-YFP, Fluo-8 calcium fluorescence, 3 µM; 100% = the carbachol control signal; activation, % at 3 µM; actives 0.29% (n = 220,000); AID 1448, 2008;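 active = activation above its plate's cutoff, the mean activation of the plate's test wells plus 3 SD, cut at about 12% in these data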;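 also: 0% = DMSO only wells and 100% = carbachol wells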
Target sequence (Q8TDD5 whole entry, looked up): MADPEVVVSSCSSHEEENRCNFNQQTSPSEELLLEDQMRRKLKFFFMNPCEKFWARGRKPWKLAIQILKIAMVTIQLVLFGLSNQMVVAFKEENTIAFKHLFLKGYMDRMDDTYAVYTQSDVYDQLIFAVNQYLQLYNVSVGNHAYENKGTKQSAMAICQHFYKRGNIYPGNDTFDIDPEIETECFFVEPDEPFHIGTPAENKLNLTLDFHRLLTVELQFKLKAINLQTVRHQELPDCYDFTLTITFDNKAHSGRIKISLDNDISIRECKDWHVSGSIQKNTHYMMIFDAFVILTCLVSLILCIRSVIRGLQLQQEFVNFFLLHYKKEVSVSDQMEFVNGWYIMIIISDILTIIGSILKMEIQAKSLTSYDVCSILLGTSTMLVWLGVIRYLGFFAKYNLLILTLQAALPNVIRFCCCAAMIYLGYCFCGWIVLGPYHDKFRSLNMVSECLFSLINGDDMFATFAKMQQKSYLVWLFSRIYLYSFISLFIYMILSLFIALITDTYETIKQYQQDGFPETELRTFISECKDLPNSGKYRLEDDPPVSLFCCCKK
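Material: HEK293 cells stably carrying human TRPML3-YFP; compound dosing: single dose, 3 µM final nominal compound, 0.3% DMSO final; incubation: 1-h 37 °C dye load, 5-s basal, 120-s post-compound reads; technique: Fluo-8 intracellular calcium fluorescence, excitation 470-495 nm, emission 515-575 nm; read-out basis: percent activation from peak-to-basal fluorescence ratio, scaled between DMSO and carbachol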
PPC-1+TRAIL kill: compounds killing PPC-1 cancer cells with TRAIL present, primary screen, TRAIL potentiator project, ATPLite luminescence, uHTS | cell killing (% activity), % at 4 µM | AID 1443, 2008 | PPC-1 cells + TRAIL, ATPLite viability luminescence | actives 0.41% (n = 220,000);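 active = cell killing above 50% in the first pass at 4 µM, then a duplicate retest at 5 µM averaging 50% or more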;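 also: plate controls were cells with TRAIL plus DMSO for no effect and medium-only wells lacking cells for full effect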
zfTRPN1 agonist: zebrafish TRPN1 channel agonists, primary screen, cell-based, HEK293, calcium fluorescence; actives 0.18% (n = 220,000); transient receptor potential cation channel N1 (TRPN1/NompC), Danio rerio; AID 1424, 2008; HEK293 zebrafish TRPN1-YFP, Fluo-8 calcium fluorescence; 100% = response to 87 µM carbachol; activation, % at 3 µM;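 active = activation above its plate's cutoff, the mean activation of test wells on that plate plus 3 SD, cut at about 19% in these data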;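 also: 0% = DMSO alone and 100% = 87 µM carbachol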
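Assay system: Zebrafish TRPN1-YFP in HEK293 cells | Incubation: Dye loading 1 h at 37 °C, then 30 min room temperature | Measured by: Kinetic Fluo-8 fluorescence, ex 470-495, em 515-575 nm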
Runt-SMMHC FRET: inhibitors of RUNX1 Runt–CBFb-SMMHC binding, primary screen, biochemical, FRET, Cerulean-Runt, Venus-CBFb-SMMHC, uHTS; Runt-related transcription factor 1 (Homo sapiens) + Core-binding factor subunit beta …; actives 0.74% (n = 220,000); Cerulean-Runt/Venus-CBFb-SMMHC FRET ratio 530/480, 1 h; AID 1434, 2008; inhibition, % at 20 µM;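 active = mean inhibition across duplicate retests at 20 µM reaching about 50%, limit read from the data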;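 also: 0% = DMSO wells and 100% = wells with excess untagged CBFb-SMMHC; inhibitors lower the FRET ratio by blocking Runt binding to CBFb-SMMHC; some results filed as inactive read as strong as hits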
Numbers without * were called inactive; · = no result given.

SMILES,MDM2 E3 inh,CHOP inh,NCF1 inh,TNF necrop inh,EBV gp42 block,TRPML3 agonist,PPC-1+TRAIL kill,zfTRPN1 agonist,Runt-SMMHC FRET
COc1ccc(C2NC(=S)NC3=C2CCc2cc(OC)ccc23)cc1 (configuration not stated),-8,16,-13,-6.8,-7,-0.8,7,0.1,1
O=C(CCCCCn1c(=O)[nH]c2ccsc2c1=O)NCc1cccs1,-14,4,-12,3.5,-16,-0.3,11,-1.1,0
Cc1[nH]c2ccccc2c1/C=C(\C#N)C(=O)NC(C)c1ccccc1 (configuration not stated),6,9,-6,-0.9,-61,1.8,3,2.9,2
c1ccc2nc3c(nc2c1)[nH]c1ccccc13,-13,6,-16,-1.2,-8,0.6,31,-0.7,-7
CCN(C(=O)CSc1nc2nc(C)cc(C)n2n1)c1cccc(C)c1,-11,26,-1,-2.5,-8,1.0,14,-0.1,-7
CCOCCOC(=O)C1=C(C)N(C)C(=O)NC1c1ccccc1Cl (configuration not stated),-7,3,-3,2.3,-26,0.7,4,-0.5,1
COc1ccc(CNC(=O)C(c2ccncc2)N(C(=O)Cc2cccs2)c2ccccc2)cc1 (configuration not stated),7,9,-7,1.7,-18,0.5,11,-1.1,-3
Cc1ccc(S(=O)(=O)NCCSc2nnnn2-c2cc(C)ccc2C)cc1,-10,57,-2,-0.4,5,-0.7,24,-0.3,-1
N#Cc1c2n(c3c(N)ncnc13)CCCCC2,6,17,-5,3.2,-6,0.9,-8,1.5,1
O=C(NC1CCCC1)c1noc2c1CCCCC2,-12,8,-2,1.0,-3,0.2,1,-0.7,-1
CS(=O)(=O)Nc1ccc(N2CCCCC2)c(Cl)c1,-3,46,-13,-2.0,-24,0.2,16,-0.3,-7
COc1cccc(/C=N/Nc2nc3ccccc3n3cnnc23)c1O,-15,34,13,-12,-10,2.2,34,4.8,-1
Nn1c(Cc2ccccc2F)n[nH]c1=S,-6,10,3,-0.9,2,0.6,10,-1.7,4
Cn1c(=O)c2c(nc(CN3CCN(Cc4ccccc4)CC3)n2Cc2ccc(Cl)cc2)n(C)c1=O,-19,53,-13,-6.7,7,0.1,14,-0.2,-2
O=C(CCC(=O)Nc1ccc(F)cc1)N/N=C/c1c[nH]c2ccccc12,-4,1,-15,-0.6,-6,0.5,22,2.8,-1
COC(=O)c1sc(NC(=O)C(C)C)c(C(=O)OC)c1C,-17,27,-25,-0.4,-2,1.0,10,1.0,-2
CCOc1ccccc1N(CC(=O)NC1CCCC1)C(=O)CCC(=O)Nc1cc(C)on1,-15,1,-14,-3.5,-9,0.3,20,1.0,-1
CC(=O)Oc1ccc(OC(C)=O)c(SCCCCCCl)c1,-2,-332,-12,-13,0,-0.2,10,-1.1,-2
C/C(=N\NC(=O)c1c(Br)c(C)nn1C)c1ccc(NC(=O)c2ccoc2C)cc1,-8,20,5,0.4,-11,-0.1,28,2.0,-1
O=C(Oc1ccccc1)N(c1ccccc1)c1ccccc1,-8,15,1,8.6,-4,1.2,6,2.1,-5

Results in CHOP inh and EBV gp42 block (two entries from above):
Molecule | CHOP inh | EBV gp42 block
N#Cc1c2n(c3c(N)ncnc13)CCCCC2 | 17 | -6
O=C(NC1CCCC1)c1noc2c1CCCCC2 | 8 | -3

Additional structures.
SMILES,MDM2 E3 inh,CHOP inh,NCF1 inh,TNF necrop inh,EBV gp42 block,TRPML3 agonist,PPC-1+TRAIL kill,zfTRPN1 agonist,Runt-SMMHC FRET
CCN(CC)C(=O)c1ccc2c(c1)nnn2C,1,-3,0,1.9,6,1.0,16,1.1,-1
COCCN(Cc1cc2cc(C)c(C)cc2nc1Cl)C(=O)Nc1ccccc1,-22,-26,8,-3.0,1,0.2,4,0.6,-9
CCn1cc(-c2cc(C(=O)O)on2)c(C)n1,4,9,-3,0.8,2,0.8,-12,0.6,1
Cc1ccc2c(c1)C(=O)CC1(CCCC1)O2,3,-16,6,-0.5,14,·,6,·,-3
O=C(Nc1ccc(-c2nnc(-c3ccco3)o2)cc1)C(c1ccccc1)c1ccccc1,0,-11,-2,-1.2,-2,0.8,12,0.2,-2
Cc1ccccc1OCC(=O)O/N=C(\N)Cc1ccc(Cl)cc1,-4,54,-4,2.7,-3,-0.1,21,-2.3,-11
N#Cc1ccc(CSc2nnc(-c3cccnc3)n2-c2ccccc2)cc1,-9,36,1,2.9,0,0.9,1,0.3,2
CC1(C)CC(=O)c2sc(N3CCCCC3)nc2C1,-15,15,-5,-0.8,-7,-0.1,-2,2.1,1
O=C(CCS(=O)(=O)c1ccccc1)Nc1ccccc1F,-19,-9,7,-0.3,-4,0.9,23,1.1,-5
COc1ccc(S(=O)(=O)O/N=C2\CCCc3ccccc32)cc1,-16,54,42*,-1.2,-14,0.5,13,-0.6,2
Cc1ccnc(NC(c2ccccc2O)c2oc(CO)cc(=O)c2O)c1 (configuration not stated),-10,-7,-4,0.9,-33,1.2,-2,0.4,8
Cc1cccc(Oc2cc(NC(=O)c3ccccc3)cc([N+](=O)[O-])c2)c1,-14,46,-4,-11,-2,0.9,18,0.6,-6
Cc1ccc2oc(=O)cc(CN3CCOCC3)c2c1,0,31,-7,0.2,-8,0.2,-5,0.8,1
CC(=O)c1c(C)[nH]c(C(=O)Nc2ccc(C)c(S(=O)(=O)Nc3ccc(C)cc3C)c2)c1C,·,-17,-52,-1.1,-25,0.2,-13,1.8,1
Cc1cccc(NC(=O)C(=O)NCc2ccc3c(c2)OCO3)c1C,-2,27,-9,-0.6,-10,0.3,1,-1.6,-3
CCCCNC(=O)COC(=O)c1cc(F)c(F)cc1Cl,-13,1,4,0.3,-8,0.0,7,-0.5,2
Cc1nc(C)c(C(=O)N/N=C/c2cc(Br)ccc2O)s1,·,67,-26,-12,-13,-0.3,45,1.8,-61
O=C(c1cccs1)N(Cc1ccco1)Cc1cc2ccccc2[nH]c1=O,-26,-12,-4,-1.5,-13,1.1,-1,1.6,-2
CCn1nc(C(=O)OCC(=O)c2ccc(F)cc2)c2ccccc2c1=O,-6,-5,-14,0.2,2,-0.1,·,-0.8,0
COc1cccc(C(=O)NNC2OC(CO)C(O)C2O)c1 (configuration not stated),-13,10,-9,0.8,-7,0.9,12,2.1,-2
O=C(O)c1ccccc1SCc1cn2cc(Cl)ccc2n1,-15,-3,-12,0.2,8,0.7,32,1.0,-2
Cc1sc2ncnc(SCC(=O)NC(C)(C)C)c2c1C,-8,54,-13,0.8,-22,0.5,-2,1.6,3
O=C(C1CCN(S(=O)(=O)Cc2ccccc2)CC1)N1CCN(c2ncccn2)CC1,-8,-9,-6,-2.0,-17,0.2,-14,-0.3,-2
O=C(Nc1ccccc1C(=O)N1CCCC1)c1cccc(S(=O)(=O)N2CCCCCC2)c1,-5,30,-9,2.1,-17,-0.3,7,0.1,0
CCn1nc(C(=O)OC(C(=O)c2c[nH]c3ccccc23)c2ccccc2)c2ccccc2c1=O (configuration not stated),·,28,-97,-0.5,-45,0.7,16,1.0,-1
COc1ccc(S(=O)(=O)N(CC(=O)O)Cc2ccccc2)cc1OC,8,18,-10,1.2,-9,0.7,-5,-0.3,2
CCCCSc1nnc(CSc2nc3nc(C)cc(C)n3n2)o1,-16,2,3,1.9,2,1.8,6,-0.5,-8
CCCC(=O)Nc1ccccc1NC(=O)c1ccc(OCC)c(OCC)c1,-12,8,-10,0.5,-10,0.5,-3,0.8,0
O=C(O/N=C/c1ccc2c(c1)OCO2)c1ccccc1Cl,-10,-10,-6,-3.1,-8,-0.6,28,-0.3,-1
CC1=CC2=NC(=O)/C(=C\c3cccn3CCOc3ccccc3)C(=N)N2O1,-6,-1,-39,4.5,-11,0.9,28,0.4,-3
Cc1cccc(NC(=O)c2cnc3sccn3c2=O)c1,-22,-13,-7,-1.3,-4,1.0,44,1.2,1
COc1cc(NC(=S)N2CCCCC2C)cc(OC)c1OC (configuration not stated),-9,-6,-7,-1.1,-2,0.5,8,1.0,6
COc1ccc(CC(=O)NCc2cn3ccsc3n2)cc1,-5,40,-20,-2.8,-9,0.4,-13,0.6,-2
Cn1c(SCc2ccc(F)cc2)nnc1-c1cnccn1,-6,-11,-2,-0.7,-4,0.4,1,-0.8,-2
Cc1noc(C)c1C(=O)Nc1sc2c(c1C(N)=O)CCCCC2,-19,91*,-6,-1.5,-14,0.6,16,0.8,26
CCOCN(C(=O)Cn1c(CO)nc2ccccc21)c1c(C)cccc1CC,-10,16,-2,-0.4,3,0.9,25,1.1,1
O=C(CSc1ncnc2sc3c(c12)CCCC3)c1ccco1,-16,13,-9,-5.0,-3,-0.8,-6,-1.1,-4
CCOC(=O)c1ccc(CSC(=N)N)o1,-14,5,1,-5.0,-6,1.1,10,0.0,2
CC(C)C[C@H](NC(=O)c1nc[nH]c1C(=O)NC(c1ccccc1)c1ccccc1)C(=O)OC(C)(C)C,·,-38,·,-4.7,-7,0.6,16,1.9,2
CCOc1ccc(CCNC(=O)C2=C(C)C(=O)OC23CCCCC3)cc1OCC,5,-2,0,-0.2,-13,0.6,14,-0.3,1
O=C(N=Nc1ccc(NOC(=O)c2ccccc2Br)cc1)c1ccccc1O,-44,14,18,-11,51*,0.8,48,1.4,-2
C=CCn1c(SCc2cc(=O)n3ccsc3n2)nc2ccccc2c1=O,11,23,-1,-0.6,8,-0.2,23,-1.9,-1
CCOc1cc(N2CCOCC2)c(OCC)cc1NC(=O)c1ccc(OC(C)C)cc1,-21,-19,-1,1.5,-4,0.5,-4,1.6,0

An unsorted share of the library, and some 5.9% of all compounds hit somewhere here.
